GLP1R ag: agonists of human GLP-1 receptor | P43220 | HEK293 GLP-1R CRE-luciferase, luminescence, 4-6 h; cells express a hypersensitive GLP-1R form | Potency, µM (titrated, usually from 45.6 µM), inactives show at the top dose activation, usual class: activators | actives 0.007% (n = 380,000) | AID 624172; active = well fitted activation curve with a large enough effect; inconclusive = small, poorly fitted or top-dose-only effect; inactive = no such curve, though single readings can be large or run the other way; note: potency is the fitted concentration of half-maximal effect; % of control where 0% means no effect
DRD3 agonist: D3 dopamine receptor (human) agonism | max activation, % | P35462 | actives 0.58% (n = 410,000) | AID 652048 | D3R DiscoveRx beta-arrestin cells, luminescence, 90 min; in the data active = max activation above about 30%; note: 0% is about no effect; mostly tested at two doses, the higher about 12 µM
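Agonist mode: compounds and dopamine controls were applied to plated cells for 90 min at 37 degrees C after an overnight attachment at 1500 cells/well. Luminescent read-out followed 30 - 60 minutes at room temperature with DiscoveRx detection reagent.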
* hit, by the source's call; & = joins results of further samples; [ ] = another dose, or the depositor's remark. A portion of the library. The share of hits here may be higher or lower than overall.

Results for CC(C)=CCN1CC[C@@]2(C)c3cc(O)ccc3C[C@H]1[C@@H]2C ?
GLP1R ag: 2%[96 µM]

Results for CN[C@H]1C[C@@H](N)[C@H](O)[C@@H](O[C@@H]2O[C@H](CO)[C@H](O)[C@@H]3O[C@]4(O[C@@H]23)O[C@H]([C@@H](N)CO)[C@H](O)[C@@H](O)[C@H]4O)[C@@H]1O ?
GLP1R ag: -4%

What do the screens show for `C[N+]1(CCF)[C@@H]2CC[C@@H]1CC(OC(=O)C(O)(c1ccccc1)c1ccccc1)C2` (stereo partly specified)?
GLP1R ag: 11%

What do the screens show for `O=C1CC2OCC=C3CN4CCC56c7ccccc7N1C5[C@H]2[C@H]3C[C@H]46` (stereo partly specified) (tested in a mixture with another compound)?
GLP1R ag: 11%

How did O=C1C=C2C=CC3C[C@@]2(O1)C1CCCCN31 (stereo partly specified) do in these assays?
GLP1R ag: -3%

How did C=C1Nc2ccccc2C(=O)N1c1ccccc1C do in these assays?
GLP1R ag: 2%

How did C[C@H]1C[C@H](C)C(=O)[C@@H]([C@H](O)CC2CC(=O)NC(=O)C2)C1 do in these assays?
GLP1R ag: -7%

How did Clc1ccc([C@H]2CC3CCC2N3)cn1 (stereo partly specified) do in these assays?
GLP1R ag: -1%[96 µM]

Results for C[N+]1([O-])[C@@H]2CC[C@H]1CC(OC(=O)[C@@H](CO)c1ccccc1)C2 (stereo partly specified) ?
GLP1R ag: -4%[19.8 µM]

What do the screens show for `CC(C)CCC(=O)OC1CCC2C3CCC4=CC(=O)CC[C@]4(C)C3CC[C@]12C` (stereo partly specified)?
GLP1R ag: -4%

What do the screens show for `C[C@@H]1O[C@H](O[C@@H]2C=C3CC[C@H]4[C@@H](CC[C@]5(C)[C@@H](c6ccc(=O)oc6)CC[C@]45O)[C@@]3(C)CC2)[C@@H](O)[C@H](O)[C@@H]1O`?
GLP1R ag: -7%[19.8 µM]

What do the screens show for `CN(C)C(=O)Oc1cc(OC(=O)N(C)C)cc([C@@H](O)CNC(C)(C)C)c1`?
GLP1R ag: inconclusive

How did CC[N+]1(CCOC(=O)C(O)(c2ccccc2)c2ccccc2)CCCCC1 do in these assays?
GLP1R ag: -1%

What do the screens show for `CCC(=O)O[C@@](Cc1ccccc1)(c1ccccc1)[C@H](C)CN(C)C`?
GLP1R ag: -7%[96 µM]

How did Nc1nc(O)c(-c2ccccc2)o1 do in these assays?
GLP1R ag: -4%

How did C[C@]12CC[C@H](O)C[C@H]1CCC1C2CC[C@]2(C)[C@@H](c3ccc(=O)oc3)C[C@H]3O[C@]132 (stereo partly specified) do in these assays?
GLP1R ag: -5%

How did C=C[C@@H]1CN2CC[C@H]1C[C@H]2[C@H](O)c1ccnc2ccccc12 do in these assays?
GLP1R ag: 1%

Results for C[C@]12CCC3C(CCC4=C(Cl)C(=O)CC[C@@]43C)C1CCC2O (stereo partly specified) ?
GLP1R ag: 21%

How did Oc1ccc2c3c1O[C@H]1[C@@H](O)CC[C@@]4(O)C(C2)N(CC2CCC2)CCC314 (stereo partly specified) do in these assays?
GLP1R ag: -4%

Results for COc1cc(N)c(Cl)cc1C(=O)N[C@@H]1CN2CCC1CC2 ?
GLP1R ag: 5%

How did CC(=O)[C@H]1CC[C@H]2C3CC[C@H]4C[C@H](O)CC[C@]4(C)C3CC[C@]12C (stereo partly specified) do in these assays?
GLP1R ag: 10%

How did CC(=O)OC1C[C@H](O[C@@H]2C(O)C[C@H](O[C@@H]3C(O)C[C@@H](OC4CC[C@]5(C)C(CCC6C5CC(O)[C@@]5(C)C(C7=CC(=O)OC7)CC[C@@]65O)C4)OC3C)OC2C)O[C@H](C)[C@H]1O[C@H]1OC(CO)C(O)C(O)C1O (stereo partly specified) do in these assays?
GLP1R ag: -8%

What do the screens show for `C=C1CC2C(CC[C@]3(C)C(=O)CCC23)[C@]2(C)C=CC(=O)C=C12` (stereo partly specified)?
GLP1R ag: -6%

What do the screens show for `C#C[C@]1(OC(=O)CCCCCC)CC[C@H]2C3CCC4=CC(=O)CC[C@@H]4[C@H]3CC[C@@]21C` (stereo partly specified)?
GLP1R ag: -4%

How did C=CC[N+]1(C)CCC23c4c5ccc(O)c4O[C@H]2C(=O)CC[C@@]3(O)C1C5 (stereo partly specified) do in these assays?
GLP1R ag: 20%

How did CC[C@H](OC(C)=O)C(C[C@H](C)NC)(c1ccccc1)c1ccccc1 do in these assays?
GLP1R ag: 9%[96 µM]

Results for C[C@](O)(CS(=O)(=O)c1ccc(F)cc1)C(=O)Nc1ccc(C#N)c(C(F)(F)F)c1 ?
GLP1R ag: 8%

Results for C[C@@H]1O[C@@H](O[C@H]2C[C@@H](O)[C@@]3(CO)[C@H]4[C@H](O)C[C@]5(C)[C@@H](C6=CC(=O)OC6)CC[C@]5(O)[C@H]4CC[C@@]3(O)C2)[C@@H](O)[C@H](O)[C@H]1O ?
GLP1R ag: -16%

Results for CC1(C)S[C@@H]2[C@H](N)C(=O)N2C1C(=O)O (stereo partly specified) ?
GLP1R ag: -1%[19.8 µM]

What do the screens show for `[Hg+][c]1ccccc1`?
GLP1R ag: -8%

What do the screens show for `CC12NC(Cc3ccccc31)c1ccccc12` (stereo unspecified)?
GLP1R ag: -1%

How did CN(C)C1C(=O)C(C(N)=O)C(=O)C2(O)C(=O)C3C(=O)c4c(O)cccc4C(C)(O)C3C(O)C12 (stereo unspecified) do in these assays?
GLP1R ag: 2%

How did C=CCC1(O)CCC2C3CCC4=CC(=O)CCC4=C3C=CC21C (stereo unspecified) do in these assays?
GLP1R ag: 16%

How did CCc1cc(OC)c(CC(C)N)cc1OC (stereo unspecified) do in these assays?
GLP1R ag: 7%[96 µM]

How did CC1(C)[C@H](C=C(Cl)Cl)[C@H]1C(=O)OCc1c(F)c(F)cc(F)c1F do in these assays?
DRD3 agonist: 12

Results for CCC(=O)O[C@]1(c2ccccc2)CCN(C)C[C@H]1C ?
DRD3 agonist: -19

Results for COC12CC[C@@]3(C[C@@H]1C(C)(O)C(C)(C)C)[C@H]1Cc4ccc(O)c5c4[C@@]3(CCN1CC1CC1)[C@H]2O5 (stereo partly specified) ?
DRD3 agonist: 7

How did C[C@@H]1[C@H]2Cc3ccc(O)cc3[C@]1(C)CCN2C do in these assays?
DRD3 agonist: -15

How did C[C@@H](CO)NC(=O)[C@@H]1C=C2c3cccc4[nH]cc(c34)C[C@H]2N(C)C1 do in these assays?
DRD3 agonist: 38*

What do the screens show for `CCN1C[C@]2(COC)[C@H](O)C[C@H](OC)[C@@]34[C@@H]5C[C@@]6(O)[C@H](OC(=O)c7ccccc7)[C@@H]5[C@@](OC(C)=O)([C@@H]([C@H](OC)[C@H]23)[C@@H]14)[C@@H](O)[C@@H]6OC`?
DRD3 agonist: -16

Results for COC(=O)[C@@H](N)CCCN/C(N)=N/[N+](=O)[O-] ?
DRD3 agonist: -9

Results for COc1ccc(OC)c([C@@H](O)[C@H](C)N)c1 ?
DRD3 agonist: -8

What do the screens show for `CCN[C@H](C)Cc1cccc(C(F)(F)F)c1`?
DRD3 agonist: -27

Results for CC(C)=CCN1CC[C@]2(C)c3cc(O)ccc3C[C@H]1[C@H]2C ?
DRD3 agonist: -24

How did CC(=O)[C@H]1CC[C@H]2[C@@H]3CC[C@@H]4C[C@H](O)CC[C@]4(C)[C@H]3CC[C@]12C do in these assays?
DRD3 agonist: -7

Results for C[C@H](CN1CCOCC1)C(C(=O)N1CCCC1)(c1ccccc1)c1ccccc1 ?
DRD3 agonist: -14

Results for C#C[C@]1(O)C=C[C@H]2[C@@H]3CCC4=CC(=O)CC[C@@H]4[C@H]3CC[C@@]21CC ?
DRD3 agonist: 0

What do the screens show for `Cc1cc(C)cc(C(=O)OC2C[C@H]3CC[C@@H](C2)N3C)c1` (stereo partly specified)?
DRD3 agonist: -6

How did C[C@H]1[C@H]2Cc3ccc(O)cc3[C@]1(C)CCN2CCc1ccccc1 do in these assays?
DRD3 agonist: -17

How did CCCCC[C@@H](O)C1C(=O)OC(C)[C@H](O)/C=C/C=C/C=C/C=C/C=C(\C)C(O)C(O)C(O)C[C@H](O)C[C@H](O)C[C@H](O)C[C@H](O)C[C@@H]1O (stereo partly specified) do in these assays?
DRD3 agonist: 2&1

How did C[C@H]1[C@@H]2Cc3ccc(O)cc3[C@@]1(C)CCN2C do in these assays?
DRD3 agonist: 0

What do the screens show for `CCCCCCCCCC(=O)O[C@H]1CC[C@H]2[C@@H]3CCC4=CC(=O)CC[C@]4(C)[C@H]3CC[C@]12C`?
GLP1R ag: 7%; DRD3 agonist: 3

Results for O=C(CCl)c1ccc(Cl)cc1Cl ?
GLP1R ag: 12%; DRD3 agonist: -11&-17

Results for CC[C@@H](O)C(C[C@@H](C)N(C)C)(c1ccccc1)c1ccccc1 ?
GLP1R ag: 0%[96 µM]; DRD3 agonist: 7

Results for O=S(=O)(O)C(F)(F)C(F)(F)C(F)(F)C(F)(F)C(F)(F)C(F)(F)C(F)(F)C(F)(F)F ?
GLP1R ag: -1%[96 µM]; DRD3 agonist: -15

How did ClC1=C(Cl)C2(Cl)C(CBr)CC1(Cl)C2(Cl)Cl (stereo unspecified) do in these assays?
GLP1R ag: 17%; DRD3 agonist: -12

Results for ClC=C(Cl)Cl ?
GLP1R ag: -4%; DRD3 agonist: 3

Results for CN(C)CCc1c[nH]c2cccc(O)c12 ?
GLP1R ag: 3%[96 µM]; DRD3 agonist: -10

What do the screens show for `CC[C@H](O)C(C[C@H](C)N(C)C)(c1ccccc1)c1ccccc1`?
GLP1R ag: 8%[96 µM]; DRD3 agonist: -7

What do the screens show for `CN1C(=O)CCS(=O)(=O)C1c1ccc(Cl)cc1` (stereo unspecified)?
GLP1R ag: -2%&-5%; DRD3 agonist: 6&-18

Results for Cc1ccc(O)cc1 ?
GLP1R ag: 0%; DRD3 agonist: -9&-12

What do the screens show for `CCCCCN(C)CCC(O)(P(=O)(O)O)P(=O)(O)O`?
GLP1R ag: 8%; DRD3 agonist: 7

How did CC(C)(C)NCC(O)c1cc(Cl)c(N)c(C(F)(F)F)c1 (stereo unspecified) do in these assays?
GLP1R ag: 27%; DRD3 agonist: -13

How did C[C@]12Cc3nonc3C[C@@H]1CC[C@@H]1[C@@H]2CC[C@@]2(C)[C@H]1CC[C@]2(C)O do in these assays?
GLP1R ag: 6%; DRD3 agonist: 3

What do the screens show for `CNC(=O)Oc1ccccc1C(=O)Nc1ccccc1`?
GLP1R ag: 5%; DRD3 agonist: 2

What do the screens show for `ClCC1CO1` (stereo unspecified)?
GLP1R ag: -1%; DRD3 agonist: 2

How did COc1ccc2c(C(=O)c3ccc(Cl)cc3)c(C)n(CC(=O)O)c2c1 do in these assays?
GLP1R ag: -6%; DRD3 agonist: 10

What do the screens show for `O=c1[nH]cnc2[nH]cc(CN3CCCCC3)c12`?
GLP1R ag: -5%; DRD3 agonist: 7

How did O=C1CCO1 do in these assays?
GLP1R ag: 1%; DRD3 agonist: 2

How did c1ccc(C2(N3CCCC3)CCCCC2)cc1 do in these assays?
GLP1R ag: 0%; DRD3 agonist: -22

How did COc1cc(CC(C)N)cc(OC)c1OC (stereo unspecified) do in these assays?
GLP1R ag: -2%[110 µM]; DRD3 agonist: 13

Results for CCC1(c2ccccc2)CCC(=O)NC1=O (stereo unspecified) ?
GLP1R ag: 10%; DRD3 agonist: 7

How did CCOC(=O)C1(c2ccccc2)CCCN(C)CC1 (stereo unspecified) do in these assays?
GLP1R ag: 0%; DRD3 agonist: 0

Results for NP(N)(=O)NC(=O)c1ccc(F)cc1 ?
GLP1R ag: -2%; DRD3 agonist: 8

How did Clc1ccc(C(c2ccc(Cl)cc2)C(Cl)(Cl)Cl)cc1 do in these assays?
GLP1R ag: 1%; DRD3 agonist: -9

Structural class: those above with sulfur
Results for C[C@](O)(CS(=O)(=O)c1ccc(F)cc1)C(=O)Nc1ccc(C#N)c(C(F)(F)F)c1 ?
GLP1R ag: 8%

Results for CC1(C)S[C@@H]2[C@H](N)C(=O)N2C1C(=O)O (stereo partly specified) ?
GLP1R ag: -1%[19.8 µM]

Results for O=S(=O)(O)C(F)(F)C(F)(F)C(F)(F)C(F)(F)C(F)(F)C(F)(F)C(F)(F)C(F)(F)F ?
GLP1R ag: -1%[96 µM]; DRD3 agonist: -15

What do the screens show for `CN1C(=O)CCS(=O)(=O)C1c1ccc(Cl)cc1` (stereo unspecified)?
GLP1R ag: -2%&-5%; DRD3 agonist: 6&-18

Pulled by compound from above (5):
What do the screens show for `O=c1[nH]cnc2[nH]cc(CN3CCCCC3)c12`?
GLP1R ag: -5%; DRD3 agonist: 7

How did COc1ccc2c(C(=O)c3ccc(Cl)cc3)c(C)n(CC(=O)O)c2c1 do in these assays?
GLP1R ag: -6%; DRD3 agonist: 10

How did CC(C)(C)NCC(O)c1cc(Cl)c(N)c(C(F)(F)F)c1 (stereo unspecified) do in these assays?
GLP1R ag: 27%; DRD3 agonist: -13

What do the screens show for `CCCCCN(C)CCC(O)(P(=O)(O)O)P(=O)(O)O`?
GLP1R ag: 8%; DRD3 agonist: 7

How did c1ccc(C2(N3CCCC3)CCCCC2)cc1 do in these assays?
GLP1R ag: 0%; DRD3 agonist: -22

Continuation.
Results for C[N+]1(CCC(C(N)=O)(c2ccccc2)c2ccccc2)CCCCC1 ?
GLP1R ag: 4%; DRD3 agonist: -3

Results for CC(N)Cc1ccc(O)cc1 (stereo unspecified) ?
GLP1R ag: 1%; DRD3 agonist: 9

How did O=C(Nc1ccc(Br)cc1)c1cc(Br)cc(Br)c1O do in these assays?
GLP1R ag: 1%; DRD3 agonist: 6

Results for CNC(C)CC1CCCCC1 (stereo unspecified) ?
GLP1R ag: 9%; DRD3 agonist: -22

What do the screens show for `CCCCCCCCCC(CC)c1ccc(S(=O)(=O)O)cc1` (stereo unspecified)?
GLP1R ag: -3%; DRD3 agonist: -13&-1
